From PubChem BioAssay
CCT modulator = cytosolic chaperonin activity modulation; purified chaperonin ATPase assay, HTRF ADP detection, 30 min; activity change, % (concentration not given with the values), hits read low; 360,000 tested, 0.3% active; in the data active = activity change below about -30%; also: % is scaled to controls: 0 for no effect and ±100 for the full control effect
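Nucleotide hydrolysis assay: TRiC at 20–40 nM final (set by batch activity) with 10 uM ATP, 30 min at 37 °C, in presence of 76 uM compound. Detection by competitive ADP HTRF, 30 min ambient.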
Nrf2 inh = Nrf2 pathway inhibition; A549 ARE-Fluc reporter, luciferase luminescence, 18-24 h; Potency, µM (titrated, usually from 46 µM), for the others: at the highest dose activity change, negative = inhibition, hits mostly inhibitors; 360,000 tested, 2.1% active; also: potency is read from the fitted curve at half-maximal effect; % is scaled to controls: 0 for no effect and ±100 for the full control effect; nearly all actives have a fitted effect of over 60% in size
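Nrf2 function is reported as luminescence of an ARE-controlled luciferase in A549 cells. Compounds were tested at several concentrations, and a CellTiter-Fluor read on the same wells flagged cytotoxicity.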
A549 tox = kills or reduces viability of A549 cells in Nrf2 counter-screen. A549 ARE-Fluc cells, CellTiter-Fluor viability, 18-24 h. Potency, µM (top dose mostly 46 µM), inactives show top-dose activity change, negative = cytotoxicity, actives largely listed as inhibitors. 390,000 tested, 0.16% active; also: potency is read from the fitted curve at half-maximal effect; % is scaled to controls: 0 for no effect and ±100 for the full control effect
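A549 ARE_Fluc cells in 5% FBS OPTI-MEM were exposed to compounds in concentration-response for 18-24 h at 37 deg C. Viability was read by CellTiter-Fluor fluorescence (Ex 405/Em 525) after 30 min, before the luciferase read.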
Nrf2 activator = activates Nrf2 signaling. AID 624171. AREc32 ARE-luciferase reporter (MCF7-derived line), luminescence, 24 h. 410,000 tested, 0.31% active. Potency, µM (series often up to 46.1 µM), without a hit: at the top dose activation, hits mostly activators; also: potency is read from the fitted curve at half-maximal effect; % of control where 0% means no effect; nearly all actives have a fitted effect of over 65% in size
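Cells of the AREc32 ARE-luciferase line are plated in OPTI-MEM containing 5% FBS and left overnight at 37 deg C. Compounds are pinned in, incubation continues 24 hr, and firefly luciferase signal is then measured.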
S2 tox = cell viability loss in ATXN counter-screen. Potency, µM (titrated, usually from 56.7 µM), actives largely listed as cytotoxic. 400,000 tested, 0.49% active. S2 cells (HEK-293 line with an ATXN2-luciferase reporter) viability, CellTiter-Fluor protease fluorescence, 24 h; also: potency is read from the fitted curve at half-maximal effect; nearly all actives have a fitted effect of over 40% in size
HepG2 viability = kills HepG2 cells in TGF-b inhibitor counter-screen; HepG2 CAGA-GFP viability, ATP luminescence, 18 h; Potency, µM (titrated, usually from 46.1 µM), for the others: top-dose activity change, negative = cytotoxicity, most hits filed as cytotoxic; 410,000 tested, 0.76% active; also: potency is read from the fitted curve at half-maximal effect; some results filed as inactive show a strong effect at the top dose
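CellTiter-Glo luminescence gave cytotoxicity after 18 hours at 37 degrees C. The cells were HepG2 CAGA-GFP in 1% FBS DMEM, stimulated with 500 pg/mL TGF-beta after compound addition. %Activity was normalised to no-cell wells (complete cell-killing) and DMSO (no toxicity), and curves were fitted and classified.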
TGFb inhibitor = TGF-b pathway inhibition; HepG2 CAGA-GFP TGF-b/SMAD3 reporter, GFP fluorescence, 18 h; TGF-beta stimulated, 500 pg/mL final; Potency, µM (titrated, usually from 46.1 µM), without a hit: at the top dose activity, negative = inhibition, actives largely listed as inhibitors; 410,000 tested, 1.2% active; AID 588855; also: potency is read from the fitted curve at half-maximal effect; % is scaled to controls: 0 for no effect and ±100 for the full control effect; nearly all actives have a fitted effect of over 65% in size
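Using HEPG2 CAGA-GFP reporter cells at 1000 cells/well, we pinned test compounds, stimulated with recombinant TGF-beta (500 pg/mL final) and measured total well GFP after 18 h.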
Akt phos inh = blocks phosphorylation of Akt. Neuro2A IGF-stimulated pAkt S473 HTRF, 20 min; stronger effect = lower value. activity change, % for hits at 50 µM. 360,000 tested, 0.32% active. AID 651550; in the data active = activity change below about -80%; inconclusive = mostly about -51% to -80%; also: % is scaled to controls: 0 for no effect and ±100 for the full control effect
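Single-point screen (50 µM final compound) in Neuro2A cells stimulated 20 min with 6 nM IGF at 37 deg C. After lysis, Ser473-phosphorylated Akt read by HTRF (ex 330 nm, em 615/665 nm) as the 665/615 ratio.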
Mm-Cpn inhibitor = M. maripaludis TRiC chaperonin inhibition; purified Mm-Cpn ATPase, ADP Transcreener TR-FRET; Potency, µM (titrated, usually from 76.9 µM), for the others: at the highest dose activity, negative = inhibition, usual class: inhibitors; 330,000 tested, 0.031% active; also: potency is read from the fitted curve at half-maximal effect; % is scaled to controls: 0 for no effect and ±100 for the full control effect; nearly all actives have a fitted effect of over 80% in size
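25 nM Mm-CPN + cpd, 10 min 37°C; + 10 uM ATP, 30 min 37°C; buffer 30 mM Tris pH 7.4, 100 mM KCl, 5 mM MgCl2, 1 mM DTT; Transcreener ADP HTRF detection 30 min RT.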
Numbers without * were called inactive; i = inactive; ? = inconclusive; · = not tested or not shown; & = joins results of further samples; [ ] = dose if it differs, or a comment. Unless noted, calls follow the shape of the dose curve; as a rule, active = well fitted curve in the direction sought with a large enough effect; inconclusive = small, poorly fitted or top-dose-only effect, or another doubt; inactive = no such curve, though single readings can be large; an effect the other way counts as inactive or inconclusive.

SMILES	CCT modulator	Nrf2 inh	A549 tox	Nrf2 activator	S2 tox	HepG2 viability	TGFb inhibitor	Akt phos inh	Mm-Cpn inhibitor
O=C(CN1C(=O)NC2(CCCC2)C1=O)Nc1ccc(F)cc1	-1.0	-8%	0%	-0.1%	i	13%	-2%	i	-9%
CCN(CC)c1ccc(N=Cc2cc(Br)ccc2O)cc1	-1.5	-10%	-8%	-1.9%	i	-63%	?	i	-15%
Cc1ccccc1-c1nn(-c2ccc(F)cc2F)cc1CNCCCN(C)C	2.1	-2%	?	2.9%	i	-26%	-24%	i	-4%
CCOC(=O)c1c(C)[nH]c(N=Nc2ccccc2)c1C	-3.7	28%	-21%	15%	i	-48%	?	i	-16%
CCC(C)[C@H](NC(=O)C1CCN(C(=O)[C@H](Cc2ccccc2)NC(=O)OC(C)(C)C)CC1)C(=O)O (some centres undefined)	0.5	16%	1%	0.0%	i	5%	-3%	i	-3%
NN=C1c2ccccc2-c2ccc(N)cc21	2.3	?	-2%	6.5%	i	-14%	4%	i	·
CCn1c(=O)cc(OCC(=O)Nc2nc(C)cs2)c2ccccc21	-3.9	2%	1%	11%	i	-29%	-3%	i	-1%
COc1ccc(NC(=O)c2cccc(N3C(=O)C4CCC(C)CC4C3=O)c2)c(OC)c1 (centres undefined)	-2.2	7%	0%	0.7%	i	3%	7%	i	0%
CCN(CC)C(=O)c1[nH]cnc1C(=O)N[C@@H](C)C(=O)OCc1ccccc1	0.2	2%	5%	-1.0%	i	-14%	?	i	·
Cc1ccc(NC(=O)CN2CCN(C3CCCCC3)C(=O)C2=O)cc1C	·	·	3%	-1.3%	i	-19%	?	·	·
CCc1ccc(-c2cc3c(=O)n(CC(=O)NCCCN4CCN(CC)CC4)nc(C)n3n2)cc1	-3.0	-4%	0%	0.2%	i	-1%	0%	i	1%
COc1ccc(NC(=O)CN2C(=O)COc3ccc(S(=O)(=O)N4CCCCCC4)cc32)cc1	-0.6	9%	-2%&-9%	0.2%&0.9%	?	3%&-8%	16%&-9%	i	?
CC(C)c1nn2c(=O)cc(COC(=O)c3cccc(NC(=O)CCc4ccccc4)c3)nc2s1	·	·	-4%	0.0%	·	4%	2%	·	·
Cc1cccc(NC(=O)C(=O)c2cc(C)n(-c3ccccc3)c2C)c1C	·	2%	0%	-0.5%	i	-15%	0%	·	·
O=C(CSc1nc(=O)n(Cc2ccccn2)c2c1CCC2)Nc1cccc(Cl)c1	·	·	-22%	4.0%	?	3%	?	·	·
COc1cc(SC)ccc1C(=O)N1CCN(c2ccc(O)cc2)CC1	-0.7	?	8%	-0.7%	i	-7%	6%	i	-4%
CCOC(=O)C1CCN(C(=O)COC(=O)C23CC4CC(CC(C4)C2)C3)CC1	0.5	2%	3%	-0.9%	i	-20%	-17%	i	1%
Cc1nn(CC(=O)N/N=C/c2cccs2)c(C)c1[N+](=O)[O-]	-1.0	1%	0%	0.2%	i	4%	3%	i	3%
COc1ccc(CNC(=O)COC(=O)c2n[nH]c3ccccc23)cc1OC	-8.0	?	·	4.6%	i	-11%	-1%	i	1%
NC(=O)C1CCN(S(=O)(=O)c2cc3c(cc2Cl)NC(=O)CO3)CC1	·	·	0%	-0.6%	·	2%	0%	·	·
Cc1ccc(C(=O)OCC(=O)Nc2ccccc2)cc1NC(=O)c1ccco1	0.2	?	4%	9.0%	i	-2%	-5%	i	1%
COc1ccc(C)cc1NC(=O)C1CCN(C(=O)c2ccc(C(C)(C)C)cc2)CC1	0.1	?	1%	2.1%	i	-10%	-23%	i	2%
COc1ccccc1NC(=O)c1ccc(-c2ccccc2F)o1	-1.8	?	12%[1.84 µM]	7.3%	i	-6%	-4%	i	-6%
CCn1cc(CN2CCC(n3nccc3NC(=O)c3cccc(F)c3)CC2)cn1	1.4	4%	-11%	0.1%	i	1%	8%	i	1%
CCCc1nnc(NC(=O)CCC(=O)N2CCN(S(=O)(=O)c3ccc(F)cc3)CC2)s1	-0.8	12%	4%	-0.5%	i	2%	7%	i	2%
New compounds follow.
SMILES	CCT modulator	Nrf2 inh	A549 tox	Nrf2 activator	S2 tox	HepG2 viability	TGFb inhibitor	Akt phos inh	Mm-Cpn inhibitor
CCOc1ccc(S(=O)(=O)N2CCN(C(=O)c3ccncc3)CC2)cc1	-0.5	5%	4%	0.1%	i	-9%	-2%	i	0%
CCOc1ccc(NC(=O)NCc2ccc3c(c2)CCN3C(C)=O)cc1	·	·	4%	-1.0%	i	-6%	-1%	·	·
Nn1c(SCC(=O)Nc2ccc(S(=O)(=O)N3CCCC3)cc2)nnc1C(F)(F)F	0.3	3%	10%	1.4%	i	-57%	1%	-107%*	1%
Cc1ccc2nc(Nc3ccccc3)c(C=O)c(=O)n2c1	-1.6	2%	-1%	-0.3%	i	7%	0%	i	0%
CC(/C=C/c1ccc(C)o1)=C\C(=O)O	0.3	-5%	-2%	?	i	-1%	15%	i	-1%
c1ccc(-n2cnc3ccccc32)nc1	-1.9	-5%	3%	-0.1%	i	19%	10%	i	1%
Cc1csc(SCc2c(C(=O)O)oc3ccccc23)n1	-0.7	3%	-3%	-0.1%	i	0%	-8%	i	-3%
CCOCCCNC(=O)CCc1ccc(-n2cnc3cccnc32)cc1	-1.2	-2%	4%	0.3%	i	-12%	13%	i	2%
CCC(C(=O)Nc1ccc(C(C)C)cc1)n1nc(C)n2c(cc3cc(C)ccc32)c1=O (centres undefined)	·	1%	-4%	2.8%	?	-3%	?	·	·
O=[N+]([O-])c1cc([N+](=O)[O-])c(N2CCOCC2)cc1NCc1ccccc1	0.0	?	-3%	1.0%	i	-4%	?	i	-1%
Cc1cc(Nc2ccccc2Br)n2nc(C)nc2n1	-0.4	-3%	?	0.4%	i	-54%	?	i	-1%
O=C(NCCc1cccs1)C12CN(Cc3ccccc3)CC1C(c1cccc([N+](=O)[O-])c1)=NO2 (centres undefined)	-2.9	-33%	-3%	8.6%	i	2%	-4%	i	0%
CN(CC(=O)Nc1ccc(Cl)cc1)C(=O)C1CCCC1	-2.2	14%	1%	1.0%	i	-1%	0%	i	-1%
Cc1ccc(C)c(NC(=O)Nc2cccc(-c3cn4cccnc4n3)c2)c1	·	0%	-4%	0.1%	i	2%	3%	·	·
Cc1ccc(C(=O)N/C(=C/c2ccccc2)C(=O)NCc2ccncc2)cc1	-0.8	11%	8%	-0.6%	i	18%	4%	i	0%
Cc1ccc(NC(=O)CN(C)C(=O)CCOc2cccc(C)c2)cc1	-3.2	-12%	2%	-0.7%[9.22 µM]	i	-10%	-23%	i	-2%
COc1cc(-c2noc(C3CCCN(S(=O)(=O)c4cccc(Cl)c4)C3)n2)cc(OC)c1OC (centres undefined)	-3.0	?	-5%	0.3%	?	-5%	-12%	i	-1%
N#CCCN(C(=O)COC(=O)Cc1c[nH]c2ccccc12)c1ccccc1	0.0	4%	-3%	0.1%	i	1%	4%	i	1%
COc1cc(OC)c(OC)cc1CNCCCSc1nnnn1C	·	14%	4%	0.7%	i	4%	-4%	·	·
CCOC(=O)[C@@H]1[C@H]2COc3cc(OC)ccc3[C@H]2N2C(=O)N(c3ccc(OC)cc3)C(=O)[C@]12C	-2.2	-23%	-7%	-0.9%	i	-2%	-3%	i	0%
Cc1ccc(S(=O)(=O)Nn2c(C)ccc2C)cc1	-2.6	·	0%	0.0%	?	3%	5%	i	0%
CCN1CCN(C(=O)c2ccc(COc3ccc(Cl)cc3)o2)CC1	1.3	-17%	-8%	5.6%	i	-23%	3%	i	0%
CCCCC(=O)NCc1ccc2c(c1)cc(C)n2C	-6.3	-7%	-4%	-0.8%	i	53%	-1%	i	-1%
CCCn1nc(C(=O)NNC(=O)CCCOc2ccc(OC)cc2)c2ccccc2c1=O	-76*	-9%	-2%	-0.4%	?	1%	1%	i	0%
CCOc1ccc(NS(=O)(=O)c2ccc(C(=O)NCc3cccnc3)cc2)cc1	-4.3	?	19%	0.1%	i	-6%	0%	i	0%

Four entries from above, in markdown.
| smiles | CCT modulator | Nrf2 inh | A549 tox | Nrf2 activator | S2 tox | HepG2 viability | TGFb inhibitor | Akt phos inh | Mm-Cpn inhibitor |
| --- | --- | --- | --- | --- | --- | --- | --- | --- | --- |
| N#CCCN(C(=O)COC(=O)Cc1c[nH]c2ccccc12)c1ccccc1 | 0.0 | 4% | -3% | 0.1% | i | 1% | 4% | i | 1% |
| COc1cc(OC)c(OC)cc1CNCCCSc1nnnn1C | · | 14% | 4% | 0.7% | i | 4% | -4% | · | · |
| CCOC(=O)[C@@H]1[C@H]2COc3cc(OC)ccc3[C@H]2N2C(=O)N(c3ccc(OC)cc3)C(=O)[C@]12C | -2.2 | -23% | -7% | -0.9% | i | -2% | -3% | i | 0% |
| Cc1ccc(S(=O)(=O)Nn2c(C)ccc2C)cc1 | -2.6 | · | 0% | 0.0% | ? | 3% | 5% | i | 0% |

Next part.
SMILES	CCT modulator	Nrf2 inh	A549 tox	Nrf2 activator	S2 tox	HepG2 viability	TGFb inhibitor	Akt phos inh	Mm-Cpn inhibitor
CC(=O)N1CCN(c2nnnn2-c2ccccc2)CC1	-1.6	13%	3%	0.3%	i	-21%	5%	i	1%
O=C(CCCOc1ccc(Br)cc1)Nc1ccc(S(=O)(=O)N2CCOCC2)cc1	2.1	15µM*	1%	2.9%	i	3%	7%	i	0%
CN(C)CCn1c2c(c(SCC(=O)Nc3cccc(C(F)(F)F)c3)nc1=O)CCCC2	0.3	-2%	-16%	5.0%	i	-83%	20%	i	-2%
O=C(c1nc(-c2ccc(Cl)cc2)n2c1CCCCC2)N1CCN(c2ccccc2)CC1	·	-27%	-5%	0.6%	i	2%	-15%	·	·
O=C(Cn1cnc2cc([N+](=O)[O-])ccc2c1=O)Nc1ccc2c(c1)OCO2	1.7	-5%	-9%	-0.5%[9.22 µM]	i	1%	-4%	i	1%
OCC1(C2=NOC(O)(C(F)(F)F)C2)CCCCC1 (centres undefined)	1.1	-11%	-8%	-1.3%	i	0%	17%	i	-1%
